Source: PubChem BioAssay (Sanford-Burnham Center for Chemical Genomics)
697 NFkB inh = inhibitors of the PMA/ionomycin-induced NF-kB reporter in 697 B cells; 697 B-cell NF-kB luciferase reporter, 16 h; inhibition, % at 4 µM; hit rate 0.33% among 330,000; AID 435022; in the data active = inhibition above about 35%
Gli-Sufu block = Gli-Sufu pathway antagonism. inhibition, % at 5 µM. AID 588413. Sufu-KO-LIGHT fibroblasts, Gli luciferase reporter luminescence. hit rate 0.74% among 340,000;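 active = inhibition above about 55%, limit read from the data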;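 note: 0% = DMSO-treated cells and 100% = wells with medium but no cells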
HKDC1 inhibitor = blocks human hexokinase HKDC1 activity; Q2TB90; recombinant HKDC1, G6PDH/diaphorase resazurin coupled fluorescence; inhibition, % at 20 µM; hit rate 0.16% among 340,000;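 active = inhibition above about 35% when tested at 20 µM, limit read from the data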;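 note: plate controls were DMSO wells with enzyme for no effect and DMSO wells lacking enzyme for full effect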
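test system = in-house recombinant HK5 (HKDC1) enzyme | amount = HKDC1 at 5 µg/mL | control set = DMSO-enzyme wells negative, buffer-substituted wells positive | compound = one dose of 20 µM, 1% DMSO | schedule = reaction time 90 min, room temperature, protected from light | technique = resorufin fluorescence at 613 nm | reagent = glucose with 1 mM ATP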
SENP7 block = SENP7 protease inhibition | recombinant SENP7, Z-RLRGG-aminoluciferin luminescence, 40 min | inhibition, % at 5 µM | hit rate 1.5% among 330,000 | Q9BQF6;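 active = inhibition above about 50% at the single test dose, limit read from the data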;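 note: plate controls were DMSO with enzyme for no effect and no enzyme buffer wells for full effect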
Jurkat NFkB inh = inhibitors of the PMA/ionomycin-induced NF-kB reporter in Jurkat cells; inhibition, % at 4 µM; hit rate 0.53% among 330,000; PMA/ionomycin-induced NF-kB luciferase reporter, luminescence
UBC13 inh = inhibitors of human UBC13 polyubiquitin chain formation | hit rate 0.47% among 330,000 | inhibition, % at 20 µM | TR-FRET | P61088; in the data active = inhibition above about 45%, passing the limit was not always enough; inconclusive = no clear call, values can overlap the other calls
Apaf-1 inh = human Apaf-1 inhibition | O14727 | reconstituted apoptosome caspase-3 activity, DEVD-Rh110 fluorescence | inhibition, % at 20 µM | hit rate 0.71% among 330,000; active = inhibition of at least 40% at 20 µM;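 note: plate controls were DMSO wells for no effect and DEVD-CHO caspase inhibitor wells for full effect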
Target sequence (O14727 whole entry, looked up): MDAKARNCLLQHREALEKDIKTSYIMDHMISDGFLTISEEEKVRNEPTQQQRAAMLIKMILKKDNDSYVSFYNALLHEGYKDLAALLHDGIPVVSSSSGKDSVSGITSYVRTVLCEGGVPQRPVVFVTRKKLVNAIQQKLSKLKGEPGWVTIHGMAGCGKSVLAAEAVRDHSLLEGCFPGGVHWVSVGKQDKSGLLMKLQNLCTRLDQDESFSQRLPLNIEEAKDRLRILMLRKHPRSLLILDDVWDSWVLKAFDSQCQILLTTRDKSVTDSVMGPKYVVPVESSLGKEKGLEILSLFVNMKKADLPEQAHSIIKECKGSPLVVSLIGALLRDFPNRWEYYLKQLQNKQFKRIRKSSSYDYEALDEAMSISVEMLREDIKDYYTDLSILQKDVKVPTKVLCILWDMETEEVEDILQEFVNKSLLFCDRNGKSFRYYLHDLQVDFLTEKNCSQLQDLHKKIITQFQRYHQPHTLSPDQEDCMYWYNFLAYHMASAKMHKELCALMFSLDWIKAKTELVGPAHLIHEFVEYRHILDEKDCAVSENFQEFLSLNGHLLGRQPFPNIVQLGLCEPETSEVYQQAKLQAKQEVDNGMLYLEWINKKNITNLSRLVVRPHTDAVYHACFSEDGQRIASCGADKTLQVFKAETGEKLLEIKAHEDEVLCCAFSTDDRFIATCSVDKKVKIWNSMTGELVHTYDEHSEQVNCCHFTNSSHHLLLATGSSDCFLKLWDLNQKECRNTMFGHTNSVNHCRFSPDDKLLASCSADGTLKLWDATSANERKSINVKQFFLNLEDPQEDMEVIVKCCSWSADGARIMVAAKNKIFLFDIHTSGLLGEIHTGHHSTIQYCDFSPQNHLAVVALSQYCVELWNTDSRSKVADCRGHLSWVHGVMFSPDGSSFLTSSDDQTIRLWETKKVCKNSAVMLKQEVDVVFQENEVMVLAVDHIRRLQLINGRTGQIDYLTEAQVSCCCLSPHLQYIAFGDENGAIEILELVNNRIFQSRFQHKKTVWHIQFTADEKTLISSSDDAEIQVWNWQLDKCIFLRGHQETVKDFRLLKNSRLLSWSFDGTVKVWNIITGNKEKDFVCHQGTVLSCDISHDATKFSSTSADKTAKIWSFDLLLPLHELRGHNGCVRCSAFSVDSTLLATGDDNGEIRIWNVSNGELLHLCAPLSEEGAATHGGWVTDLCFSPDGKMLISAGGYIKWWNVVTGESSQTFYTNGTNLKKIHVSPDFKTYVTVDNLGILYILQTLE
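Material: biochemical Apaf-1 apoptosome reconstitution. Medium: Hepes buffer, pH 7.5. Also added: cytochrome c activation, bis-DEVD rhodamine 110 substrate. Timing: 30 min compound preincubation, 50 min activation, room temperature. Measured by: rhodamine 110 fluorescence at Ex 480/Em 540 nm.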
SENP8 inh = SENP8 protease inhibition | hit rate 1.2% among 330,000 | purified SENP8, Z-RLRGG-aminoluciferin cleavage, luminescence | inhibition, % at 10 µM | AID 2540 | Q96LD8
* hit, by the source's call; u = inconclusive; x = no result given. Cut-off read from the data, not from the text of the source, unless noted: active = inhibition above about 50%; inactive = the rest. Outcome played no part in choosing rows. About 3.6% of those tested had a hit in this group.

SMILES	697 NFkB inh	Gli-Sufu block	HKDC1 inhibitor	SENP7 block	Jurkat NFkB inh	UBC13 inh	Apaf-1 inh	SENP8 inh
CCOC(=O)C1CCCN(C(=O)N2CCOCC2)C1 (configuration not stated)	15	-2	-7	1	0	3	-5	0
Cc1cc(NC(=O)CCC2CCCC2)no1	-1	-16	-1	-3	-33	-10	5	-7
Cc1cc(C(=O)CN2C(=O)c3ccccc3S2(=O)=O)c(C)n1C(C)C	10	57*	0	3	55*	-2	-2	0
CC(=O)c1cccc(NC(=O)CN(c2ccccc2F)S(C)(=O)=O)c1	23	3	-7	6	13	8	-8	3
COc1ccc(OC)c(Nc2cc(-c3ccccc3)nc(N)n2)c1	30	47	2	6	56*	6	13	6
CCOc1ccccc1OCC(=O)Nc1ccc(S(=O)(=O)N(C)C)cc1	-6	-5	1	-7	-8	-10	6	-10
C[C@@H]1CN([C@@H](C)CO)C(=O)c2cccc(NC(=O)c3nc4ccccc4s3)c2O[C@@H]1CN(C)CC1CC1	-2	-3	-6	2	-4	30	33	5
Cc1ccc(NC(=O)c2sc(N)nc2-c2ccc([N+](=O)[O-])cc2)cc1C	15	-3	-7	8	3	-10	-3	-5
O=C(NC1CCCCCCC1)C1CCN(S(=O)(=O)N2CCCC2)CC1	-3	1	13	-10	-12	-5	8	-1
O=C(CCN1C(=O)/C(=C\c2ccccc2)SC1=S)NNC(=O)c1ccccc1O	19	-6	-10	1	1	-12	9	1
COc1ccc(-c2nc(CS(=O)CC(=O)NC3CCCCCC3)c(C)o2)cc1 (configuration not stated)	-9	-5	-2	0	16	-1	-2	4
O=C1c2cccc3cccc(c23)C(=O)N1Nc1ccccc1	7	9	-5	-5	3	52*	6	-6
COc1ccc(N2CS(=O)(=O)/C(=C/N(C)C)C2=O)cc1	-34	-48	-5	13	-31	1	11	-6
CCN(CC)c1ccc(N=Cc2ccc(N(CC)CC)cc2O)cc1	-6	-15	4	9	-6	-28	28	5
CCCNS(=O)(=O)c1ccc(CCC(=O)Nc2ccc3c(c2)OCO3)cc1	10	4	6	-1	-8	4	2	-9
Cc1cc(C(=O)O/N=C(\N)c2ccc(C(C)(C)C)cc2)no1	-200	-45	-5	0	-105	3	-18	-6
O=C(CCNC(=O)C1CCN(S(=O)(=O)c2ccc(F)cc2)CC1)NCCc1cccc(F)c1	10	-8	7	1	4	4	-6	2
Cc1cccc(NC(=O)CSc2nnnn2-c2cccnc2)c1	-3	2	-4	-6	0	5	-10	-2
O=C(NCC1CCCO1)c1onc(CSc2cccc3ccccc23)c1C(=O)O (configuration not stated)	22	-1	11	5	7	0	0	-7
CC1CCCN(c2ccc3nncn3n2)C1 (configuration not stated)	-10	8	-3	-7	-14	-1	-2	-2
Cc1ccc(S(=O)(=O)c2c(C)nn(C(C)(C)C)c2OC(=O)C2CCCC2)cc1	4	5	0	-7	4	-4	22	-3
CCOC(=O)c1cc2sccc2n1CC(=O)OC	5	-6	-7	5	5	3	-1	2
COc1ccc(CC(=O)NCCC(C)C)cc1S(=O)(=O)N1CCOCC1	0	2	-5	-13	1	-8	-2	-9
Cc1nc(SCC(=O)NCc2ccc(F)cc2)c2c(=O)n(C)c(=O)n(C)c2n1	-6	3	-2	-12	-7	-1	11	-15
COC(=O)c1ccc(CSc2nnc(-c3ccncc3)o2)cc1	6	3	-1	-9	0	4	4	-1
SMILES	697 NFkB inh	Gli-Sufu block	HKDC1 inhibitor	SENP7 block	Jurkat NFkB inh	UBC13 inh	Apaf-1 inh	SENP8 inh
COC(=O)C1SCC2C(=O)N(Cc3cccc(C)c3)CC(=O)N21 (configuration not stated)	9	4	-9	3	-8	5	-17	1
O=C(N/N=C/c1cc([N+](=O)[O-])ccc1O)Nc1ccccc1	10	3	-13	-1	-6	-17	13	23
CC(=O)Nc1ccc(NC(=O)C(C)OC(=O)CCCN=C2NS(=O)(=O)c3ccccc32)cc1 (configuration not stated)	-12	-10	-3	-15	-13	-4	-3	-5
COc1cccc2sc3cc(NCc4ccc5c(c4)OCO5)ccc3c(=O)c12	-45	-57	2	58*	6	u	19	14
COc1ccc(OC)c(C2C(C#N)=C(N)Oc3c2c(C)nn3-c2cccc(Cl)c2)c1 (configuration not stated)	23	-2	-2	10	3	8	-4	-1
CCOc1cccc(/C=C2\NC(=S)N(c3ccccc3)C2=O)c1O	-90	-12	1	87*	-25	-41	16	91*
CCOC(=O)c1[nH]c(COC(=O)C2CC(=O)N(Cc3ccccc3)C2)c(C(=O)OCC)c1C (configuration not stated)	4	14	7	0	7	7	9	0
O=C(O)c1ccc2c(c1)N(Cc1ccccc1)C(=O)c1ccccc1S2=O (configuration not stated)	5	-13	-4	20	3	-12	0	-2
CCCCc1cc(=O)oc2c3c(cc(OCC(=O)NCCCO)c12)OC(C)(C)CC3	-8	12	16	2	-14	16	4	1
CCn1c(SCC(=O)NC(C)(C)C)nnc1-c1ccoc1C	12	0	0	2	-10	5	-6	-1
COc1ccc(-c2cccc(C(=O)Nc3ccc(OC)c(OC)c3)c2)cc1	8	-5	-7	-4	2	-1	-2	1
Nc1nc2ccccc2cc1-c1cccs1	-65	-27	-2	-5	-48	26	15	-13
O=C(COC(=O)CCc1nc2ccccc2s1)NCc1ccco1	-8	0	-11	-7	9	-10	-4	-6
O=C(CCN1C(=O)c2cccc3cccc(c23)C1=O)NCc1ccco1	-2	-17	3	2	-10	-3	-8	-8
OCC1(Cc2ccc(Cl)cc2)CCN(Cc2ccc(F)c(F)c2)CC1	1	3	-2	3	9	-3	-6	-7
CC(C)C(c1nnnn1C1CCCCC1)N1CCc2ccccc21 (configuration not stated)	-9	2	0	1	14	2	25	-6
CCCCC(=O)NC1(C(F)(F)F)C(=O)N(CC(C)C)C2=C1C(=O)CC(C)(C)C2 (configuration not stated)	5	9	8	6	-25	4	0	-2
N#Cc1c(N2CCCC2)ccc(Br)c1Cl	-5	9	7	-5	-2	10	13	-9
c1ccc(CCNc2ncnc3c2cnn3-c2ccccc2)cc1	-121	-99	0	0	-119	10	-5	44
Cc1cc2[nH]ncc2cc1NC(=S)NC(=O)c1ccccc1	4	52	-4	7	-8	2	12	0
COc1ccc(C(CNC(=O)C2CC(=O)N(Cc3ccc(C)cc3)C2)N(C)C)cc1 (configuration not stated)	9	-5	-11	3	-5	10	-7	5
CC(=O)C1=C(NC(=O)c2ccc(C(F)(F)F)cc2)C[C@@H]2[C@H]1C2(C)C	3	0	-3	1	-4	4	12	0
Cc1[nH]c(C)c(S(=O)(=O)NCC(C)c2ccccc2)c1C(=O)N1CCCCC1 (configuration not stated)	8	-33	-5	-16	-5	-7	-9	-3
CCOC(=O)c1[nH]c(C)c(/C(O)=C2\C(=O)C(=O)N(CCCN(CC)CC)C2c2cccnc2)c1C (configuration not stated)	-15	-1	-4	1	-3	-5	-2	-3
COc1ccc(NS(=O)(=O)c2cc([N+](=O)[O-])ccc2NN=Cc2ccccc2OCC(=O)O)cc1	-7	x	4	5	4	-51	12	2

An excerpt from above in order of molar mass, highest first:
SMILES	697 NFkB inh	Gli-Sufu block	HKDC1 inhibitor	SENP7 block	Jurkat NFkB inh	UBC13 inh	Apaf-1 inh	SENP8 inh
COc1ccc(NS(=O)(=O)c2cc([N+](=O)[O-])ccc2NN=Cc2ccccc2OCC(=O)O)cc1	-7	x	4	5	4	-51	12	2
CCCCc1cc(=O)oc2c3c(cc(OCC(=O)NCCCO)c12)OC(C)(C)CC3	-8	12	16	2	-14	16	4	1
COc1ccc(C(CNC(=O)C2CC(=O)N(Cc3ccc(C)cc3)C2)N(C)C)cc1 (configuration not stated)	9	-5	-11	3	-5	10	-7	5
OCC1(Cc2ccc(Cl)cc2)CCN(Cc2ccc(F)c(F)c2)CC1	1	3	-2	3	9	-3	-6	-7
CCOc1cccc(/C=C2\NC(=S)N(c3ccccc3)C2=O)c1O	-90	-12	1	87*	-25	-41	16	91*
CC(C)C(c1nnnn1C1CCCCC1)N1CCc2ccccc21 (configuration not stated)	-9	2	0	1	14	2	25	-6
CCn1c(SCC(=O)NC(C)(C)C)nnc1-c1ccoc1C	12	0	0	2	-10	5	-6	-1

The results go on.
SMILES	697 NFkB inh	Gli-Sufu block	HKDC1 inhibitor	SENP7 block	Jurkat NFkB inh	UBC13 inh	Apaf-1 inh	SENP8 inh
Cc1ccc(S(=O)(=O)N2CCCCC2C(=O)O)s1 (configuration not stated)	15	2	-6	7	8	4	0	0
CCOC(=O)c1c(C)c(C(=O)NCc2ccccn2)c(C)n1C	15	-12	0	-4	4	-3	-10	2
COC(=O)c1c(NC(=O)c2ccn(C)n2)sc2c1CCC2	-6	-34	-5	-18	-16	10	11	-5
CCOCCc1nnc(NC(=O)C2CC(=O)N(c3ccc(OCC)cc3)C2)s1 (configuration not stated)	19	11	-2	0	20	-2	0	-8
Cc1cc(C)cc(NC(=S)NC2CC3CCCC(C2)N3C2CCCC2)c1 (configuration not stated)	9	24	-9	0	-10	10	10	0
Cc1cc(=O)[nH]c(-c2cccnc2)n1	19	4	-5	6	-2	-2	-5	4
O=c1oc2ccccc2cc1-c1nc(-c2ccccc2)no1	-123	4	-3	82*	-108	20	6	57*
COC/C=C/C1=CC2=CC(=O)C(C)(OC(=O)c3cnc4ccccc4n3)C(=O)C2=CN1Cc1ccc(OC)cc1 (configuration not stated)	33	-3	22	6	8	-59	26	3
COc1ccccc1CNC(=O)C1CCC(CNS(=O)(=O)c2cccs2)CC1 (configuration not stated)	23	-10	-1	-5	14	7	-1	3
O=C(O)c1cccc(S(=O)(=O)N2CCN(S(=O)(=O)c3ccc4ccccc4c3)CC2)c1	12	1	2	8	12	1	5	5
NC(=O)[C@@H]1CCCNc2c(F)cc([N+](=O)[O-])cc2C(=O)N[C@@H](CO)C(=O)N[C@@H](Cc2ccc(O)cc2)C(=O)N1	9	-9	-1	5	-7	-23	-12	-10
O=C1N(c2ccccc2)c2ccccc2C1(O)C(F)(F)F (configuration not stated)	3	-10	-2	2	-20	12	1	5
O=C(CN1CCN(Cc2ccc(F)cc2Cl)CC1)NCc1ccccc1	15	30	-2	-2	-3	2	2	-2
O=C(CSc1nc2cccnc2n1Cc1ccccc1)NC1CCCCC1	14	3	1	4	-10	2	3	0
CN1C(=S)N2CCCN2C1c1ccccc1 (configuration not stated)	19	0	-3	1	10	3	-12	-1
Cc1ccc(/C=C2/NC(=O)N(Cc3ccc(Br)cc3)C2=O)o1	1	-7	6	8	-7	-6	7	6
CCOC(=O)C(CC)n1nc(C)n2c(cc3occc32)c1=O (configuration not stated)	-16	5	-2	-6	-7	-2	10	-10
CCN(CC(=O)Nc1sc2c(c1C#N)CCCC2)CC(=O)NC1CCS(=O)(=O)C1 (configuration not stated)	24	2	10	-1	2	8	5	-7
COc1cc(OC)cc(C(=O)OC(C)C(=O)NC2CCCc3ccccc32)c1 (configuration not stated)	6	-4	-6	-6	-16	-1	5	-5
CCN(CC)S(=O)(=O)c1cccc(C(=O)Nc2cc(C)cc(C)c2)c1	-22	-9	2	18	-31	-2	34	3
CCOc1cc(/C=N/NC(=O)c2cccnc2)ccc1OCC(=O)N1CCOCC1	-43	0	-9	2	3	-22	-17	-13
O=C(COC(=O)C1C2CC3OC(=O)C1C3C2)Nc1ccc(Cl)cc1 (configuration not stated)	-8	34	-7	-10	-5	4	14	4
CCCc1nn(C)c2c(=O)[nH]c(-c3ccccc3OCC)nc12	-60	5	1	1	25	-20	-13	-10
O=C(COC(=O)Cc1cccc(C(F)(F)F)c1)Nc1ccccc1	-36	3	-10	11	1	-2	12	1

Profiles as entered above.
Cc1ccc(/C=C2/NC(=O)N(Cc3ccc(Br)cc3)C2=O)o1 is listed as 697 NFkB inh: 1; Gli-Sufu block: -7; HKDC1 inhibitor: 6; SENP7 block: 8; Jurkat NFkB inh: -7; UBC13 inh: -6; Apaf-1 inh: 7; SENP8 inh: 6
CCOCCc1nnc(NC(=O)C2CC(=O)N(c3ccc(OCC)cc3)C2)s1 (configuration not stated) is listed as 697 NFkB inh: 19; Gli-Sufu block: 11; HKDC1 inhibitor: -2; SENP7 block: 0; Jurkat NFkB inh: 20; UBC13 inh: -2; Apaf-1 inh: 0; SENP8 inh: -8
